GSTO1 counter – blocks human GSTO1 in RBBP9 counter-screen; inhibition, % at 5.96 µM; 1.1% of 300,000 active; AID 1974; recombinant GSTO1, activity-based probe fluorescence polarization; P78417;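 active = inhibition above the campaign mean inhibition plus 3 SD, cut at about 35% in these data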;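 note: 0% = GSTO1-1 with DMSO and 100% = wells lacking GSTO1-1 enzyme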
Target sequence (P78417 whole entry, looked up): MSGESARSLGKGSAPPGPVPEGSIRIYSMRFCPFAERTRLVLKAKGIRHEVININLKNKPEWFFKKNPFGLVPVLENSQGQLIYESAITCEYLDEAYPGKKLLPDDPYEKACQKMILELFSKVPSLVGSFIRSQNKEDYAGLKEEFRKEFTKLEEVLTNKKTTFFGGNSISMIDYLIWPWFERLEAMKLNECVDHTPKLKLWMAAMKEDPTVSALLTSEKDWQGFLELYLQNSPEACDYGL
PAFAH2 FP inh – inhibitors of human PAFAH2. Q99487. recombinant PAFAH2, FP-rhodamine activity probe, fluorescence polarization. inhibition, % at 3.39 µM. 0.99% of 340,000 active;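 active = inhibition above the mean over all tested compounds plus 3 SD, cut at about 30% in these data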;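 note: inhibitors block probe labeling of enzyme so polarization drops; 0% = enzyme with DMSO and 100% = wells lacking PAFAH2 protein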
LYPLA2 counter – LYPLA2 (human) inhibition in PME1 counter-screen; O95372; recombinant LYPLA2, FP-Rh probe fluorescence polarization; inhibition, % at 5.9 µM; 0.38% of 320,000 active; AID 2177;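 active = inhibition above the screen-wide mean plus 3 SD, limit set per campaign, cut at about 26% in these data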;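 note: 0% = LYPLA2 with DMSO and 100% = wells lacking LYPLA2 enzyme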
PAFAH1B3 inh – blocks human PAF acetylhydrolase 1B catalytic subunit 3; Q15102; recombinant PAFAH1B3, FP-rhodamine probe, fluorescence polarization; inhibition, % at 3.39 µM; 0.28% of 340,000 active;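 active = inhibition above the screen-wide average of all tested compounds plus 3 SD, cut at about 25% in these data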;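 note: 0% = enzyme with DMSO only and 100% = wells lacking PAFAH1B3 protein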
PAD4 inh – blocks human protein arginine deiminase 4; Q9UM07; recombinant PAD4, RCA probe fluorescence polarization; inhibition, % at 6.36 µM; 0.41% of 330,000 active;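 active = percent inhibition above a cutoff equal to the mean of all tested compounds plus 3 SD, cut at about 15% in these data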;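 note: 0% = PAD4 with RCA probe and DMSO and 100% = probe without PAD4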
ZTA DNA inh – ZTA (EBV) inhibition in EBNA-1 counter-screen. P03206. ZTA-DNA binding, fluorescence polarization. inhibition, % at 11 µM. 0.15% of 320,000 active. AID 2234; in the data active = inhibition above about 33%
PREPL inh – inhibitors of human prolyl oligopeptidase-like enzyme PREPL. AID 2751. Q4J6C6. recombinant PREPL, fluorescence polarization activity-based probe. 0.68% of 320,000 active. inhibition, % at 5.96 µM; in the data active = inhibition above about 43%;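 note: 0% = enzyme with DMSO and 100% = wells lacking enzyme; many of its hits are not listed in these tables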
Target sequence (Q4J6C6 whole entry, looked up): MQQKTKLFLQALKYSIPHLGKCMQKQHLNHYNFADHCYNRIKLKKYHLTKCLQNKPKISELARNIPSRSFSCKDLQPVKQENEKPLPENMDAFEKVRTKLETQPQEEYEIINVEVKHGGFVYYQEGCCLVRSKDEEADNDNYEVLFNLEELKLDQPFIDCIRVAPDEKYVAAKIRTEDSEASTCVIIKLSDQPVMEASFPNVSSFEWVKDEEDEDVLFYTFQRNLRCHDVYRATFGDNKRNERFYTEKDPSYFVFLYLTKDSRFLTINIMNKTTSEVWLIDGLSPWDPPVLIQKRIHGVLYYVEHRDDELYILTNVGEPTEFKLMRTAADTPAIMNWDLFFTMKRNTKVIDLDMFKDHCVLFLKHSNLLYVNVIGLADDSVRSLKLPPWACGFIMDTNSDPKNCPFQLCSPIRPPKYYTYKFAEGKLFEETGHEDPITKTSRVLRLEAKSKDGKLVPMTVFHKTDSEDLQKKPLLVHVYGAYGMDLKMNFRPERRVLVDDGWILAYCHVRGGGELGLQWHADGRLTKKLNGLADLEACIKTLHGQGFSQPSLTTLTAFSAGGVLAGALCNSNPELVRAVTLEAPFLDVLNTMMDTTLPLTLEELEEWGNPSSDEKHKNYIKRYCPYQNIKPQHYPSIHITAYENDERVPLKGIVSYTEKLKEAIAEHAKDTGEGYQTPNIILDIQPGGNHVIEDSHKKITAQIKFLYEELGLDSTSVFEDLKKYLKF
LYPLA1 counter – LYPLA1 (human) inhibition in PME1 counter-screen; O75608; recombinant LYPLA1, FP-Rh probe fluorescence polarization; inhibition, % at 5.9 µM; 0.16% of 320,000 active; AID 2174;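 active = inhibition above the mean of all tested compounds plus 3 SD, set per campaign, cut at about 14% in these data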;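 note: inhibitors block serine hydrolase probe labeling of LYPLA1 so polarization falls; 0% = enzyme with DMSO and 100% = wells lacking LYPLA1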
EBNA-1 inh – blocks EBNA-1 binding to DNA; EBNA-1 DNA binding, fluorescence polarization; inhibition, % at 14.8 µM; 0.34% of 300,000 active; AID 1950; in the data active = inhibition above about 28%
Active calls of the source: *. Not all compounds are listed (hit frequency here may not be typical).

For CC1CN(C(=S)SCC(=O)c2ccccc2)CC(C)O1 (configuration not stated) the results were GSTO1 counter 6.2, PAFAH2 FP inh 2.2, LYPLA2 counter 1.1, PAFAH1B3 inh 1.3, PAD4 inh -0.9, ZTA DNA inh -3.5, PREPL inh 10.7, LYPLA1 counter 3.7 and EBNA-1 inh -6.4.
For O=C(O)c1ccc(OS(=O)(=O)c2ccc(Cl)s2)c(Cl)c1 the results were PAFAH2 FP inh 1.5, LYPLA2 counter 4.1, PAFAH1B3 inh -2.5, PAD4 inh 2.8, ZTA DNA inh 12.3, PREPL inh 0.2 and LYPLA1 counter -0.9.
Screening COc1ccc(-c2csc3ncnc(N4CCN(S(=O)(=O)c5ccccc5C#N)CC4)c23)cc1 returned GSTO1 counter -1.1, PAFAH2 FP inh -6.1, LYPLA2 counter 4.5, PAFAH1B3 inh 1.9, PAD4 inh 5.9, ZTA DNA inh -5.1, PREPL inh -1.1, LYPLA1 counter 0.1 and EBNA-1 inh -1.3.
For CCC1CCCCN1C(=O)N[C@@H](Cc1ccccc1)C(=O)O (some centres not stated) the results were GSTO1 counter -3.3, PAFAH2 FP inh -1.5, LYPLA2 counter 1.6, PAFAH1B3 inh 4.5, PAD4 inh -3.7, ZTA DNA inh 1.5, PREPL inh 12.9, LYPLA1 counter -1.3 and EBNA-1 inh -3.9.
Screening COc1ccc(-c2cc3cccc(OC)c3oc2=O)cc1 returned GSTO1 counter 5.9, PAFAH2 FP inh -8.7, LYPLA2 counter 2.4, PAFAH1B3 inh -1.4, PAD4 inh -2.4, ZTA DNA inh -7.6, PREPL inh -11.4, LYPLA1 counter -0.8 and EBNA-1 inh -0.2.
COc1ccc2c(OC)cc(=O)n(C)c2c1 was read as GSTO1 counter 3.4, PAFAH2 FP inh 2.9, LYPLA2 counter 3.4, PAFAH1B3 inh 4.6, PAD4 inh 0.4, ZTA DNA inh 13.2, PREPL inh -6.2, LYPLA1 counter -2.6 and EBNA-1 inh 8.4.
Screening O=C(OCCCN=C1NS(=O)(=O)c2ccccc21)c1ccccc1 returned GSTO1 counter -0.3, PAFAH2 FP inh 2.9, LYPLA2 counter 3.6, PAFAH1B3 inh 5.3, PAD4 inh 2.3, ZTA DNA inh -6.3, PREPL inh -2.5, LYPLA1 counter 0.3 and EBNA-1 inh -0.5.
For O=C(COC(=O)/C=C/c1ccccc1)NNC(=O)c1ccc([N+](=O)[O-])cc1 the results were GSTO1 counter 8.8, PAFAH2 FP inh 17.2, LYPLA2 counter 3.8, PAFAH1B3 inh 1.4, PAD4 inh -1.9, ZTA DNA inh 0.6, PREPL inh 7.7, LYPLA1 counter 2.6 and EBNA-1 inh 10.4.
CN(CCc1ccccn1)C(=O)CCC1CCCN(C(=O)c2ccccn2)C1 (configuration not stated) was read as GSTO1 counter 1.6, PAFAH2 FP inh -3.6, LYPLA2 counter -1.4, PAFAH1B3 inh 11.6, PAD4 inh 1.4, ZTA DNA inh 2.3, PREPL inh 8.9, LYPLA1 counter -1.6 and EBNA-1 inh -9.2.
Screening CCOC(=O)c1c(C)n(C)c2ccc(OC)c(NC(=O)CN3CCN(C(=O)c4ccco4)CC3)c12 returned GSTO1 counter -6.7, PAFAH2 FP inh 5.8, LYPLA2 counter 1.0, PAFAH1B3 inh 2.7, PAD4 inh -0.7, ZTA DNA inh 11.1, PREPL inh 3.5, LYPLA1 counter -1.4 and EBNA-1 inh 4.6.
S=c1[nH]nc(Cc2cccs2)n1-c1ccccc1 was read as GSTO1 counter -2.1, PAFAH2 FP inh 5.0, LYPLA2 counter -1.8, PAFAH1B3 inh 8.5, PAD4 inh -3.3, ZTA DNA inh -18.1, PREPL inh 14.2, LYPLA1 counter -4.5 and EBNA-1 inh -3.5.
Screening Cn1c(CNC(=O)c2ccco2)nnc1SCC(=O)Nc1cccc(F)c1 returned GSTO1 counter 0.2, PAFAH2 FP inh 4.1, LYPLA2 counter 3.0, PAFAH1B3 inh 2.7, PAD4 inh -0.2, ZTA DNA inh -10.8, PREPL inh 19.1, LYPLA1 counter 0.9 and EBNA-1 inh -8.5.
Screening COc1ccc(OCC(=O)c2c(O)c3ccccc3oc2=O)cc1 returned GSTO1 counter 19.8, PAFAH2 FP inh -6.0, LYPLA2 counter 6.4, PAFAH1B3 inh -3.8, PAD4 inh 1.3, ZTA DNA inh -26.9, PREPL inh -2.8, LYPLA1 counter 1.0 and EBNA-1 inh -5.1.
For O=C(COC(=O)CCCSc1nc2ccccc2[nH]1)Nc1ccc(Cl)cc1 the results were GSTO1 counter -2.6, PAFAH2 FP inh -1.5, LYPLA2 counter 0.8, PAFAH1B3 inh 1.8, PAD4 inh -3.2, ZTA DNA inh -5.4, PREPL inh -13.9, LYPLA1 counter -4.6 and EBNA-1 inh -4.6.
Screening O=C1OC(/C=C/c2ccc(Cl)cc2Cl)=NC/1=C\c1cccs1 returned GSTO1 counter 3.0, PAFAH2 FP inh -12.6, LYPLA2 counter 5.9, PAFAH1B3 inh -10.3, PAD4 inh 0.8, ZTA DNA inh 17.1, PREPL inh 4.6, LYPLA1 counter 0.6 and EBNA-1 inh 1.6.
Screening COc1ccccc1CCCNC(=O)C1CCC(=O)N(CCc2cccc(F)c2)C1 (configuration not stated) returned GSTO1 counter -3.5, PAFAH2 FP inh 0.0, LYPLA2 counter 0.8, PAFAH1B3 inh -2.3, PAD4 inh 11.4, ZTA DNA inh -17.0, PREPL inh 9.2, LYPLA1 counter -0.2 and EBNA-1 inh -0.3.
O=C(NCCc1ccccc1)[C@@H]1CC=C[C@@H]2CCN(Cc3ccc(Cl)c(Cl)c3)C(=O)[C@@H]21 was read as GSTO1 counter -2.1, PAFAH2 FP inh 4.4, LYPLA2 counter -6.0, PAFAH1B3 inh 1.4, PAD4 inh -4.5, ZTA DNA inh 10.7, PREPL inh -2.3, LYPLA1 counter -5.8 and EBNA-1 inh 0.2.
For CCC(C)NC(=O)C1CCN(S(=O)(=O)c2cccnc2)CC1 (configuration not stated) the results were GSTO1 counter -3.1, PAFAH2 FP inh 2.7, LYPLA2 counter -2.0, PAFAH1B3 inh 6.6, PAD4 inh -6.4, ZTA DNA inh 6.7, PREPL inh 18.2, LYPLA1 counter 2.8 and EBNA-1 inh -5.8.
Screening O=C(CCn1nc(-c2ccccc2)ccc1=O)N1CCOCC1 returned GSTO1 counter 8.6, PAFAH2 FP inh -6.9, LYPLA2 counter 11.0, PAFAH1B3 inh 0.1, PAD4 inh -1.2, ZTA DNA inh -18.9, PREPL inh -3.6, LYPLA1 counter -1.6 and EBNA-1 inh -5.0.
Cc1ccc(NC(=O)c2cccc(C(=O)Nc3ccc(C)cc3C(=O)O)c2)c(C(=O)O)c1 was read as GSTO1 counter -42.9, PAFAH2 FP inh -20.1, LYPLA2 counter -3.2, PAFAH1B3 inh -8.1, PAD4 inh -1.2, ZTA DNA inh -12.8, PREPL inh 7.9, LYPLA1 counter 0.5 and EBNA-1 inh -11.7.
For O=C(CCNC(=O)C1CCN(S(=O)(=O)c2ccccc2)CC1)NCc1ccc(Cl)cc1Cl the results were GSTO1 counter 0.7, PAFAH2 FP inh 3.6, LYPLA2 counter 8.2, PAFAH1B3 inh 8.1, PAD4 inh 4.3, ZTA DNA inh 0.2, PREPL inh 13.4, LYPLA1 counter 2.4 and EBNA-1 inh 6.6.
Screening S=c1nc(-c2ccccc2)c(-c2ccccc2)n[nH]1 returned GSTO1 counter -1.1, PAFAH2 FP inh 1.8, LYPLA2 counter -2.8, PAFAH1B3 inh 6.9, PAD4 inh 0.0, ZTA DNA inh -11.7, PREPL inh -4.5, LYPLA1 counter -3.8 and EBNA-1 inh 1.9.
For CN(C)c1nc(N)nc(Nc2ccccc2C#N)n1 the results were GSTO1 counter 10.8, PAFAH2 FP inh -1.2, LYPLA2 counter 5.2, PAFAH1B3 inh 1.2, PAD4 inh 4.3, ZTA DNA inh -4.8, PREPL inh 10.2, LYPLA1 counter 0.1 and EBNA-1 inh 5.2.
Screening CCC(C)Sc1nc(O)cc(=O)[nH]1 (configuration not stated) returned GSTO1 counter -7.0, PAFAH2 FP inh 9.9, LYPLA2 counter 3.6, PAFAH1B3 inh 8.3, PAD4 inh -2.7, ZTA DNA inh -11.3, PREPL inh 2.3, LYPLA1 counter 1.8 and EBNA-1 inh 1.6.
For CCn1c2ccccc2c2cc(NC(=O)CNCC3CCCO3)ccc21 (configuration not stated) the results were GSTO1 counter 9.4, PAFAH2 FP inh 4.7, LYPLA2 counter 0.2, PAFAH1B3 inh -0.8, PAD4 inh 1.8, ZTA DNA inh 9.8, PREPL inh 2.2, LYPLA1 counter 3.3 and EBNA-1 inh -7.6.
`CCN(CC)CCNC(=O)c1c(O)c2cc(OC)c(OC)cc2[nH]c1=O` gave GSTO1 counter 13.2, PAFAH2 FP inh 4.8, LYPLA2 counter -1.4, PAFAH1B3 inh 8.5, PAD4 inh -2.2, ZTA DNA inh -23.6, PREPL inh -2.8, LYPLA1 counter -0.6 and EBNA-1 inh -2.6.
COc1ccccc1C(=O)N1CCN=C1SC was read as GSTO1 counter 3.2, PAFAH2 FP inh -5.4, LYPLA2 counter 7.5, PAFAH1B3 inh 5.4, PAD4 inh 5.4, ZTA DNA inh -19.1, PREPL inh -0.9, LYPLA1 counter 4.4 and EBNA-1 inh -8.1.
Screening COC(=O)c1ccc(NC(=O)CNC(=O)C2CCCCC2)cc1 returned GSTO1 counter 0.4, PAFAH2 FP inh 3.0, LYPLA2 counter 2.3, PAFAH1B3 inh 0.7, PAD4 inh 3.8, ZTA DNA inh -7.9, PREPL inh 11.9, LYPLA1 counter -0.3 and EBNA-1 inh -5.0.
For COc1ccc(Cl)cc1NC(=O)c1cccc(N2C(=O)C3CC=CCC3C2=O)c1 (configuration not stated) the results were GSTO1 counter 2.7, PAFAH2 FP inh 11.9, LYPLA2 counter -0.4, PAFAH1B3 inh -3.1, PAD4 inh 3.9, ZTA DNA inh -4.8, PREPL inh -3.0, LYPLA1 counter -5.9 and EBNA-1 inh 0.1.
For Cc1ccc(CNC(=O)C2C3C=CC(C3)C2C(=O)O)cc1 (configuration not stated) the results were GSTO1 counter 14.1, PAFAH2 FP inh 5.6, LYPLA2 counter -1.1, PAFAH1B3 inh -0.2, PAD4 inh -0.2, ZTA DNA inh 4.1, PREPL inh -11.6, LYPLA1 counter -1.7 and EBNA-1 inh -0.8.
`O=C1NC(=S)S/C1=C/c1ccc(N2CCOCC2)o1` gave GSTO1 counter 7.2, PAFAH2 FP inh -311.5, LYPLA2 counter -13.8, PAFAH1B3 inh -341.2, PAD4 inh 3.5, ZTA DNA inh 8.8, PREPL inh 2.0, LYPLA1 counter -10.0 and EBNA-1 inh 1.7.
For O=C(NCc1csc(-c2cccs2)n1)C1CCC1 the results were GSTO1 counter 8.4, PAFAH2 FP inh 4.4, LYPLA2 counter 0.3, PAFAH1B3 inh 3.7, PAD4 inh 8.0, ZTA DNA inh 4.7, PREPL inh -3.9, LYPLA1 counter 1.1 and EBNA-1 inh -1.3.

Structural class, the compounds so far containing a cyano group.
Screening COc1ccc(-c2csc3ncnc(N4CCN(S(=O)(=O)c5ccccc5C#N)CC4)c23)cc1 returned GSTO1 counter -1.1, PAFAH2 FP inh -6.1, LYPLA2 counter 4.5, PAFAH1B3 inh 1.9, PAD4 inh 5.9, ZTA DNA inh -5.1, PREPL inh -1.1, LYPLA1 counter 0.1 and EBNA-1 inh -1.3.
For CN(C)c1nc(N)nc(Nc2ccccc2C#N)n1 the results were GSTO1 counter 10.8, PAFAH2 FP inh -1.2, LYPLA2 counter 5.2, PAFAH1B3 inh 1.2, PAD4 inh 4.3, ZTA DNA inh -4.8, PREPL inh 10.2, LYPLA1 counter 0.1 and EBNA-1 inh 5.2.

Source: PubChem (The Scripps Research Institute Molecular Screening Center)
